Screens deposited in PubChem by several laboratories.
M. tuberculosis GlmU: inhibition of mycobacterial GlmU enzyme – biochemical, glucosamine-1-phosphate acetyltransferase (AID 1376); inhibition, %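 (tested at 30 µM in the primary screen)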; hits with a dose series show IC50 in µM; M. tuberculosis GlmU acetyltransferase enzyme assay; higher % means a stronger effect; hit rate 0.25% among 220,000; in the data active = inhibition above about 13%;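 note: 0% = complete reaction with vehicle and 100% = reaction without substrate; strong numbers were not always called active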
Mtb RmlCD inh: blocks M. tuberculosis RmlC and RmlD coupled enzymes | P9WH09+P9WH11 | RmlC+RmlD coupled enzyme assay, percent inhibition; primary screen in compound mixtures | inhibition, % at 3.6 µM | hit rate 0.03% among 160,000 | AID 1533; in the data active = inhibition mostly above about 34%, no sharp cut-off; note: some results filed as inactive read as strong as hits
Target sequence (P9WH09 whole entry, looked up): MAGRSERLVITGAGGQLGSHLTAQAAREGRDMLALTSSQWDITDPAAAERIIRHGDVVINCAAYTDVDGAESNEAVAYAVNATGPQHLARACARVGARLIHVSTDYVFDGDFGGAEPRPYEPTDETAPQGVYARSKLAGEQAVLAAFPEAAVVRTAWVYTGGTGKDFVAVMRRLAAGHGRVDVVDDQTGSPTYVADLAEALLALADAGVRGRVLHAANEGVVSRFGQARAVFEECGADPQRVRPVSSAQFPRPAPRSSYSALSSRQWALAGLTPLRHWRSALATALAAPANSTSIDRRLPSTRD
Target sequence (P9WH11 whole entry, looked up): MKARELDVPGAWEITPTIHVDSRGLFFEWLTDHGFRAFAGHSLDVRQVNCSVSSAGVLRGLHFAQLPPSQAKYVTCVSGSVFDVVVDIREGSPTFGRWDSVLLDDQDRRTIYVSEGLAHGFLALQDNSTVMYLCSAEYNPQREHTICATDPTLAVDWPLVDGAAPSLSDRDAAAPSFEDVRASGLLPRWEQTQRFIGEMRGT
Starred values were filed as active, the others as inactive; / = no result given.

compound	M. tuberculosis GlmU	Mtb RmlCD inh
CCC1SC(=NC(=O)c2ccc(Cl)c(Cl)c2)NC1=O (configuration not stated)	-5.7%	-4.7
Cc1ccc2c(c1)N(CCC(=O)NCC1COc3ccccc3O1)C(=O)CO2 (configuration not stated)	0.8%	12.5
COc1ccc(C(=O)NCc2nnc(SCC(=O)Nc3nnc(C)s3)o2)cc1	2.8%	21.6
COc1ccc(-n2c(SCC(=O)Nc3cc(C)on3)nc3ccc(O)cc3c2=O)cc1OC	5.0%	/
O=c1ccc(/C=C/c2ccccc2)nn1Cc1ccccc1Cl	1.6%	/
C=CCn1c(SCc2c(C)noc2C)nc2sc3c(c2c1=O)CCCC3	-4.0%	10.7
CCCCOc1ccc(CC2C(=O)N(C)C(=O)N(C)C2=O)cc1	5.6%	11.4
CC(C)OC(=O)CSc1nc(C(C)C)nc2ccccc12	-4.5%	-8.9
CCCNC(=O)c1ccccc1NC(=O)C1COc2ccccc2O1 (configuration not stated)	5.3%	-18.8
O=C(NCc1ccccc1)NC1(C(=O)Nc2ccc3c(c2)OCCO3)CCCCC1	6.0%	/
Cc1ccc(C(=O)Oc2ccccc2N2CCOCC2)cc1	1.6%	-1.7
O=C(CSC(=S)N1CCCC1)c1cc(Br)cc(Br)c1O	4.3%	-3.7
Cc1cc(C)c(C)c(S(=O)(=O)N2C(=S)NC(=O)C2C(C)C)c1C (configuration not stated)	-1.9%	9.4
Cc1ccc(S(=O)(=O)CCC(=O)OCC(=O)Nc2ncc(Cl)cc2Cl)cc1	5.7%	5.7
O=c1[nH]c2cccnc2c2ccsc12	-3.2%	5.8
O=c1[nH]c2ccc(S(=O)(=O)N3CCN(Cc4ccccc4)CC3)cc2[nH]c1=O	6.7%	/
Cc1cccc(N2C(=O)CC(N3CCN(Cc4ccc5c(c4)OCO5)CC3)C2=O)c1 (configuration not stated)	-2.9%	12.8
CCOC(=O)COc1nc(-c2ccc(C)cc2)cc(-c2ccco2)c1C#N	5.7%	1.8
CC(=O)c1c(C)[nH]c(C(=O)OCc2ccccc2)c1C	8.7%	-0.5
CCn1c(CNc2ccc(OC)cc2)nnc1SCC(=O)Nc1ccc(F)cc1	0.8%	/
CNc1c([N+](=O)[O-])cnn1-c1ccc(Cl)cc1	-4.7%	-7.1
Cc1ccc2nc(-c3ccccc3)c(CN3CCOCC3)n2c1	-1.0%	11.8
CCOC(=O)c1nn(-c2ccccc2)c(C(=O)OCC)c1N	3.1%	/
O=C(c1ccc(Cl)cc1)N1CCN(c2cc(=O)[nH]nc2-c2ccccc2)CC1	-1.1%	/
COc1ccc(OC)c(-c2cc(C3CCN(C(=O)OC(C)(C)C)CC3)[nH]n2)c1	0.3%	3.5
O=C(CN1CCN(S(=O)(=O)c2ccc3ccccc3c2)CC1)Nc1ccc2c(c1)CCC2	4.0%	5.8
COc1ccc(/C=N/NC(=O)c2ccccc2O)cc1Cn1nnc2ccccc21	-2.3%	1.9
O=C(C1CCOCC1)N1CCC(CO)(CCc2ccccc2)CC1	-3.8%	/
O=C(O)c1cc(S(=O)(=O)Nc2ccc3c(c2)OCCO3)c(Cl)cc1Cl	4.9%	-0.8
COc1ccccc1C1CC(c2ccc(Br)cc2)=NN1C(=O)c1cccnc1 (configuration not stated)	4.5%	9.6
O=C(CN1CCOCC1)Nc1nc2ccc([N+](=O)[O-])cc2s1	4.3%	6.0
COC(=O)Nc1ccc(S(=O)(=O)N2CCN(c3ccc(F)cc3)CC2)cc1	-0.2%	11.8
Cc1ncoc1C(=O)N1CCCC(C(=O)c2ccc(Oc3ccccc3)cc2)C1 (configuration not stated)	0.7%	-6.5
Brc1ccc(C2Nc3cccc4cccc(c34)N2)s1	-1.6%	12.3
COc1ccc(C(=O)CSc2nnc(CNc3nc(-c4ccccc4)cs3)n2C)cc1	0.1%	5.9
Cc1ccc(-n2cnc3cc(NCc4cccs4)ccc32)cc1	-1.2%	-7.8
Cc1ccc(C2CCN(C(=S)NC3CCCCC3)C2)cc1 (configuration not stated)	3.3%	-8.6
Cc1ccc2nc3n(c(=O)c2c1)CCC3	-6.1%	-7.5
O=C(OCCOc1ccccc1Cl)c1ccc(-n2cnnn2)cc1	0.3%	/
Cc1oc2ccccc2c1CC(=O)NCCCN(C)C	4.2%	-7.8
O=C(NCCC1=CCCCC1)C(=O)NCCc1ccc(Cl)cc1	0.7%	0.0
O=C(c1ccc(C#Cc2ccccc2)o1)N1CCN(c2ccccn2)CC1	1.8%	/
Cc1ccc(CNS(=O)(=O)NCc2ccccc2)cc1	/	4.1
COC(=O)c1sc(S(=O)(=O)N2CCN(CCO)CC2)c(C(=O)OC)c1C	1.2%	2.2
CCOC(=O)CCC(=O)Nc1ccc([N+](=O)[O-])cc1C	1.8%	39.5
C/C(=N\Nc1cccc(C(=O)O)c1)c1cc2ccccc2o1	0.0%	-8.0
Cc1cc(C)cc(NC(=O)C2CCCN2C(=O)NC2CCCCC2)c1 (configuration not stated)	5.9%	-10.1
O=C(C1CCN(S(=O)(=O)c2ccccc2)CC1)N(CCc1ccccc1)Cc1ccco1	-1.0%	/
Cc1cc(NC(=O)Cc2cccs2)no1	/	-6.4
O=C(Nc1cccc([N+](=O)[O-])c1)c1ccn[nH]1	9.6%	-7.8
COC(=O)Cn1cc(/C=N/NC(=O)COc2cccc3cccnc23)c2ccccc21	1.3%	4.8
O=C(Nc1nccs1)c1ccccc1[N+](=O)[O-]	3.0%	/
CC(=O)Nc1ccc(NC(=O)CN(c2ccc(C(C)C)cc2)S(=O)(=O)c2ccccc2)cc1	2.9%	8.1
COc1cccc(CC(=O)Nc2nccs2)c1	-7.0%	5.2
COc1ccc(Cl)cc1N(C(C)C(=O)NC1CCCC1)S(C)(=O)=O (configuration not stated)	-1.1%	-9.9
CC(C)c1ccc(N2C(=O)CC(Sc3nc4ccccc4o3)C2=O)cc1 (configuration not stated)	7.0%	/
Cc1cc(C)n(CCCC(=O)O)n1	-6.0%	4.2
COC(=O)c1ccc(C(=O)OC)c(NC(=O)CN2CCN(c3ccccc3OC)CC2)c1	-3.9%	7.8
C=CCn1c(SCC(=O)NC23CC4CC(CC(C4)C2)C3)nc2cc(C(=O)O)ccc2c1=O	9.9%	-9.2
CC(=O)Nc1cc2c(nc1C)nc(C)n2Cc1ccc(Br)cc1	/	7.4

Carrying on.
compound	M. tuberculosis GlmU	Mtb RmlCD inh
CC(C)(C)c1nnc(NC(=O)C2CCN(c3ncccn3)CC2)s1	-1.1%	/
CC1=C(C(=O)OCC(Br)(Br)Br)C(c2ccc(Br)cc2)NC(=O)N1CCCC(=O)O (configuration not stated)	3.2%	/
CCNC(=O)NC(=O)CSc1cccc(C(F)(F)F)c1	-0.1%	/
Brc1ccc(-c2noc(C3CCCCC3)n2)cc1	-5.8%	/
OC1(c2ccc(Cl)cc2)CN(c2ccccc2)C2=[N+]1CCS2 (configuration not stated)	1.0%	3.1
COc1ccc(NC(=O)CSc2nnc(-c3ccccc3C)n2C)cc1	-4.1%	-10.3
C[C@H](NC(=O)c1ccc(Cl)cc1)C(=O)NCCc1ccc(S(N)(=O)=O)cc1	0.1%	59.1
CCOc1ccc(NC(=S)NC(C)c2cccs2)cc1 (configuration not stated)	-0.9%	-3.2
CN(c1ccccc1)S(=O)(=O)c1cccc(C(=O)OCC(=O)NCc2ccco2)c1	-6.3%	15.5
Cc1ccc(N2C(=O)c3ccccc3C2=O)cc1C	-3.6%	/
Cc1cccn2c(=O)c3cc(C(=O)O)n(C)c3nc12	4.3%	/
COc1ccc(CNC(=O)N[C@H](C(=O)O)C(C)C)cc1OC	-0.6%	/
O=C(COC(=O)c1ccc([N+](=O)[O-])s1)Nc1ncc(C(F)(F)F)cc1Cl	2.1%	-8.2
Fc1ccc(N/N=C/c2ccc(N3CCOCC3)cc2)c(F)c1	-3.0%	-2.5
COC(=O)C1C(C(C)C)N(c2ccccc2)OC1(C)O (configuration not stated)	-1.5%	-3.7
CCS(=O)(=O)N1CCC(C(=O)Nc2cccc(C(C)=O)c2)CC1	7.9%	/
CCCCCn1c(=O)c(C(=O)Nc2cnccn2)c(O)c2ccccc21	-2.1%	/
O=C1C(C23CC4CC(CC(C4)C2)C3)C(=O)N(c2ccccc2)N1c1ccccc1	-4.8%	-4.2
CC(=O)Nc1ccc(-c2csc(NC(=O)Nc3ccccc3)n2)cc1	-3.6%	-7.6
Cc1cccc(NC2(C(F)(F)F)N=C3SCCN3C2=O)n1 (configuration not stated)	2.5%	-4.4

Fetched one by one from above, 2 records:
compound	M. tuberculosis GlmU	Mtb RmlCD inh
CCNC(=O)NC(=O)CSc1cccc(C(F)(F)F)c1	-0.1%	/
Cc1ccc(N2C(=O)c3ccccc3C2=O)cc1C	-3.6%	/

The list continues:
compound	M. tuberculosis GlmU	Mtb RmlCD inh
Cc1ccc(NC(=O)/C(CN(C)C)=N\O)cc1	7.7%	-9.3
O=C(COc1ccc2ccccc2c1)NNC(=O)Cc1ccccc1	-6.2%	9.9
CCCNC(=O)C1CC(c2ccccc2[N+](=O)[O-])=NO1 (configuration not stated)	-2.4%	/
CC1(C)Cc2c(sc(/N=C/N3CCCC3)c2C#N)C(C)(C)N1	-1.5%	/
O=C(Nc1cccc(NC(=O)c2cccs2)c1)c1ccc2c(c1)OCO2	2.1%	5.0
CCc1ccc(-n2c(C)nc3cc(C(=O)NCc4cccnc4)ccc32)cc1	-5.6%	-7.6
COc1ccccc1-n1c(C)nnc1SCC(=O)Nc1cccc(C(C)=O)c1	2.9%	4.6
CC(=O)Nc1ccc(OC(=O)c2ccc(Br)c([N+](=O)[O-])c2)cc1	4.2%	6.0
Cn1cccc1/C=C1\C(=O)NC(=O)N(Cc2ccco2)C1=O	11.7%	-3.1
O=C(N1CCOCC1)N1CCN(S(=O)(=O)c2ccccc2)C1	-0.7%	-3.5
CN1C[C@@H]2C(c3ccc(Cl)nc3)C3(c4ccccc4)CC2(C3)[C@H]1c1ccccc1 (some centres not stated)	-2.8%	/
O=C(NCc1cccc(Cl)c1)c1cnccn1	0.9%	/
CCn1ccnc1CN(C)Cc1cn[nH]c1-c1ccc(F)cc1F	5.5%	-9.7
CC(=O)N1N=C(c2cccc([N+](=O)[O-])c2)OC1c1ccccc1Cl (configuration not stated)	-1.4%	-1.7
Cc1ccc(-n2c3nc(=O)[nH]c(=O)c-3cc3c(C)nn(-c4ccccc4)c32)c(C)c1	5.2%	5.9
CCOC(=O)/C(C#N)=C/c1cn(CCC(=O)O)nc1-c1cccc(Br)c1	-0.7%	-18.2
CC(C)c1ccc(N=Nc2c(O)[nH]c(=O)[nH]c2=O)cc1	0.4%	26.7
O=C1CC(c2ccccc2)CN1Cc1ccccc1 (configuration not stated)	5.5%	/
CC(C)[C@H](NC(=O)OC(C)(C)C)C(=O)N/N=C/c1ccc2nccnc2c1	-2.4%	5.8
CN1C(=O)CSc2ccc(NC(=O)NCc3ccc(F)cc3)cc21	1.8%	15.7

Record cards, from the list above.
Entry for CC(=O)Nc1ccc(OC(=O)c2ccc(Br)c([N+](=O)[O-])c2)cc1 → M. tuberculosis GlmU: 4.2%; Mtb RmlCD inh: 6.0
Entry for COc1ccccc1-n1c(C)nnc1SCC(=O)Nc1cccc(C(C)=O)c1 → M. tuberculosis GlmU: 2.9%; Mtb RmlCD inh: 4.6

The list continues:
compound	M. tuberculosis GlmU	Mtb RmlCD inh
COc1cc(/C=N/NC(=S)NC2CC3CCC2C3)ccc1O (configuration not stated)	2.8%	-8.4
COC(=O)c1cc(C)sc1NC(=O)C1CC=CCC1C(=O)O (configuration not stated)	0.5%	6.9
Cc1c(NC(=O)c2ccc3c(c2)C(=O)N(CC2CCCO2)C3=O)cccc1C(=O)O (configuration not stated)	/	-3.9
O=C(NCc1ccccn1)c1cc(-c2ccccc2Cl)nc2ccccc12	1.0%	3.5
COc1ccc(Nc2nc(N)nc(CN3CCC(C)CC3)n2)cc1	7.0%	5.7
CCOc1ccc(-n2c(=O)c3sccc3n(Cc3cccc([N+](=O)[O-])c3)c2=O)cc1	1.8%	11.0
CC(NC(=O)Cc1cccs1)C(c1cccs1)N1CCN(c2ccccc2)CC1 (configuration not stated)	-1.8%	/
O=C(NC1CC1)c1cc(=O)c2ccccc2o1	1.7%	/
Cn1ncc(Cl)c1C(=O)N1CCN(c2ncccn2)CC1	-2.7%	-11.8
c1ccc(-c2nc3ccccc3c3nc4ccccc4n23)cc1	-0.2%	6.0
O=S(=O)(c1cccs1)n1cccn1	-2.4%	/
COc1ccc(-c2cc([C@H]3[C@@H]4C=CCC[C@@]4(C)C(=O)N3Cc3ccccc3)ccc2F)cc1	-2.3%	/
Cc1c(Cl)cccc1NC(=O)CCN1CCCCCC1	-4.9%	2.9

Taken from above.
CCOC(=O)c1nn(-c2ccccc2)c(C(=O)OCC)c1N in M. tuberculosis GlmU is listed with 3.1%
O=C(Nc1nccs1)c1ccccc1[N+](=O)[O-] in M. tuberculosis GlmU is listed with 3.0%
CNc1c([N+](=O)[O-])cnn1-c1ccc(Cl)cc1 in Mtb RmlCD inh is listed with -7.1
OC1(c2ccc(Cl)cc2)CN(c2ccccc2)C2=[N+]1CCS2 (configuration not stated) in M. tuberculosis GlmU is listed with 1.0%
CCOC(=O)COc1nc(-c2ccc(C)cc2)cc(-c2ccco2)c1C#N in M. tuberculosis GlmU is listed with 5.7%

Some of the compounds tested; count on the stated rates, not on these rows.
